Compound activity deposited in PubChem BioAssay by NCI.
NCI-60 one-dose screen, 48 h, at 10 µM unless noted. Numbers give growth in % (100 = growth as untreated, 0 = no growth, -100 = all killed).
COLO 205: COLO 205 colon cancer; AID 1794742; 79,000 compounds, 7.3% hits
SNB-75: SNB-75 CNS cancer. 79,000 compounds, 5% hits. AID 1794750
HCT-15: HCT-15 colon cancer; 82,000 compounds, 5.2% hits; AID 1794746
HT29: HT29 colon cancer; 81,000 compounds, 7.4% hits; AID 1794748
HCC-2998: HCC-2998 colon cancer; 79,000 compounds, 4.7% hits; AID 1794799
SNB-19: SNB-19 CNS cancer cells | 81,000 compounds, 2.5% hits | AID 1794751
HCT-116: HCT-116 colon cancer; 82,000 compounds, 7.3% hits; AID 1794798
KM12: KM12 colon cancer cells; 82,000 compounds, 5% hits; AID 1794800
SW-620: SW-620 colon cancer; AID 1794795; 82,000 compounds, 5.2% hits
An asterisk follows results filed as active; / = no result given; & = joins results of further samples; [ ] = remark or other dose. The calls were made as follows: active = growth percent below 10; inactive = the rest.

canonical_smiles	COLO 205	SNB-75	HCT-15	HT29	HCC-2998	SNB-19	HCT-116	KM12	SW-620
CCN(CC)CCNc1ccc(Cl)cc1	98.7	100.5	102.1	80.2	86.5	98.4	99.1	102.5	95.6
C/C(=N\O)c1ccc(N2C(=O)C3C(C2=O)C2(Cl)C(Cl)=C(Cl)C3(Cl)C2(Cl)Cl)cc1 (centres undefined)	111.7	87.9	100.5	102.2	100.6	101.8	106.6	102.2	105.2
O=C(Cc1ccc(Nc2ncnc3[nH]ccc23)cc1)Nc1ccc(F)c(Cl)c1	104.2	92.8	103.7	92.8	111.1	99.1	85.4	23.5	116.0
N#Cc1c(N)nc2c(nnn2-c2ccc(Cl)cc2)c1N	104.8	87.6	97.7	81.5	91.6	94.1	85.9	95.7	99.7
CCC(C(=N)N)(c1ccccc1)N(C)C (centres undefined)	106.6	90.4	102.1	97.5	114.0	102.5	98.7	96.9	104.7
Cc1cccc2c1NC(=O)[C@@]21[C@H](C(=O)c2ccccc2)[C@]2(C(=O)Nc3ccccc32)[C@H]2CCCN21	33.1[100 µM]	-25.4*[100 µM]	9.8*[100 µM]	3.2*[100 µM]	19.7[100 µM]	-5.9*[100 µM]	-36.1*[100 µM]	40.3[100 µM]	11.7[100 µM]
O=C(c1cc2ccccc2cc1O)N1CCCCC1	115.1	82.2	103.0	98.1	105.3	96.8	95.0	96.8	97.4
O=C(Nc1cccc(Cl)c1)Oc1ccc2ccccc2c1	102.1	95.7	101.9	104.3	98.5	100.8	101.5	90.5	101.7
Cc1ccccc1C[P+](c1ccccc1)(c1ccccc1)c1ccccc1	9.8*	9.3*	107.5	10.5	12.2	28.7	15.7	14.5	22.8
CN1CCC(O)CC1	114.8	97.1	101.0	106.9	101.8	111.0	106.1	108.7	106.2
CN=C1NC(C)(C)C2CCC(C)(CC2)S1	100.0	95.3	107.7	93.8	98.9	95.6	109.2	101.6	99.0
O=C(O)COc1ccc(Cl)cc1CC(Cl)CCl (centres undefined)	109.5	99.0	100.8	114.6	102.4	105.3	101.0	104.1	107.3

Part of the list above, reduced to HCT-15, HCC-2998 and SNB-19:
| Molecule | HCT-15 | HCC-2998 | SNB-19 |
| --- | --- | --- | --- |
| Cc1ccccc1C[P+](c1ccccc1)(c1ccccc1)c1ccccc1 | 107.5 | 12.2 | 28.7 |
| O=C(Cc1ccc(Nc2ncnc3[nH]ccc23)cc1)Nc1ccc(F)c(Cl)c1 | 103.7 | 111.1 | 99.1 |

Entries shown so far that have nitrogen in an aromatic ring:
canonical_smiles	COLO 205	SNB-75	HCT-15	HT29	HCC-2998	SNB-19	HCT-116	KM12	SW-620
O=C(Cc1ccc(Nc2ncnc3[nH]ccc23)cc1)Nc1ccc(F)c(Cl)c1	104.2	92.8	103.7	92.8	111.1	99.1	85.4	23.5	116.0
N#Cc1c(N)nc2c(nnn2-c2ccc(Cl)cc2)c1N	104.8	87.6	97.7	81.5	91.6	94.1	85.9	95.7	99.7

Following part
canonical_smiles	COLO 205	SNB-75	HCT-15	HT29	HCC-2998	SNB-19	HCT-116	KM12	SW-620
CC1(C)C2CC[C@]3(C)C(C(=O)C=C4[C@@H]5C[C@@](C)(C(=O)O)CC[C@]5(C)CC[C@]43C)[C@@]2(C)CC[C@@H]1O (some centres undefined)	112.3	93.8	105.4	97.4	103.2	103.0	107.1	104.9	99.4
Cc1ccc(CO)cc1C	/	109.2	99.3	95.1	75.5	101.7	109.3	96.5	107.5
COC(=O)N/N=C/c1coc2ccc(Cl)cc2c1=O	91.4	80.5	97.0	95.4	100.7	98.4	95.5	94.0	100.8
O=C(CC(O)(CC(=O)OCc1ccccc1)C(=O)OCc1ccccc1)OCc1ccccc1	104.1	113.8	107.2	98.2	107.3	104.3	91.6	106.8	97.1
COc1ccccc1C(OC(C)=O)OC(C)=O	110.3	96.4	102.9	88.5	104.9	112.9	95.7	105.1	107.8
CN(C)c1ccc2c(c1)/C(=N/O)c1ccccc1-2	103.4	76.8	78.7	81.4	101.2	79.6	39.4	35.2	50.3
CCCCN(CCC)CCCCCCCCCCN1CCCc2ccccc21	91.7	89.0	78.8	21.8	98.3	/	58.3	45.2	43.9
CC(=O)N1C(=O)c2ccccc2C1=O	113.3	106.8	101.4	109.9	106.0	99.4	109.1	104.7	101.7
CC(CC(=O)c1ccccc1)c1ccccc1 (centres undefined)	122.6	104.3	108.1	95.7	/	108.7	105.6	113.0	102.0
COc1ccc(-n2nc(C(=O)Nc3ccc(C(F)(F)F)cc3)nc2-c2cc(OC)c(OC)c(OC)c2)cc1	93.4	/	82.5	89.5	/	88.8	69.5	91.9	92.9
COc1ccc(/C=N/NC(=O)c2nn(-c3ccc(S(N)(=O)=O)cc3)c3nc(C)cc(=O)n23)cc1	102.8	91.6	100.3	101.9	106.6	96.5	101.2	98.9	96.2
O=C(CN1CCN(c2cc3c(cc2F)c(=O)c(C(=O)O)cn3C2CC2)CC1)Nc1nc(-c2ccc(OCc3ccccc3)cc2)cs1	106.7	97.7	102.7	104.2	107.5	101.3	101.6	101.2	108.9
O=C(Nc1ccc(CN2CCc3nc4cc(O)c(O)cc4cc32)cc1)c1ccc(Cl)c(C(F)(F)F)c1	116.5	96.5	100.3	120.4	131.6	105.2	117.7	101.1	104.0
C=CC(O)CCCCC (centres undefined)	115.5	87.7	102.7	102.6	103.0	104.3	105.7	102.0	108.2
O=S(=O)(O)c1ccc2cc(O)c(S(=O)(=O)O)cc2c1	103.5	100.3	110.8	102.3	119.8	106.2	108.3	111.0	99.5
Cc1ccc(/C=C2\Oc3cc(C)c(Cl)c(C)c3C2=O)cc1	102.8	84.4	89.2	99.0	99.5	100.3	92.0	97.1	95.4
C[C@@H]1C(=O)N(C[C@H](Cc2ccccc2)NC(=O)OCc2ccccc2)[C@]1(Cc1ccccc1)C(=O)OC(C)(C)C	62.0	68.7	62.9	56.3	87.7	71.7	/	70.3	83.2
c1ccc2c(NCCc3c[nH]c4ccccc34)c3ccccc3nc2c1	55.0	72.5	59.9	21.5	74.8	80.5	38.8	68.2	63.3
OC(COc1ccccc1)CN1CCN(c2ccccc2)CC1 (centres undefined)	101.7	108.3	108.5	104.5	106.8	101.1	106.3	105.2	106.4
Cc1nnc2c3nnc(-c4ccc(Cl)cc4)n3c3ccccc3n12	111.2	89.1	97.4	103.3	102.4	106.4	101.3	103.1	106.2
COc1cc(OC)cc(-c2ccc(-c3ccc(C(=N)N)cc3)s2)c1	/	-94.9*	-79.6*	-68.8*	-76.5*	-71.8*	-93.3*	-84.9*	-73.7*
Cc1ccccc1-n1c(C)nc2cc(NC(=O)c3ccc(Cl)cc3)ccc2c1=O	119.1	103.1	63.7	62.9	80.9	75.9	74.8	76.6	86.0
CCOC(=O)c1noc2c1CCc1cn(Cc3cc(OC)cc(OC)c3)cc1-2	114.7	95.8	96.4	75.4	88.9	113.2	92.3	100.5	103.5
COc1cc2c(cc1OC)C(=O)Cc1ccc3c(c1CN(C)CC2)OCO3	129.5	87.0	98.1	99.7	114.7	/	105.9	105.3	94.9
O=C(NNc1nc(N2CCCC2)nc(N2CCCC2)n1)c1ccccc1	108.9	88.7	107.9	101.6	105.6	99.6	109.4	103.5	103.8
O=c1oc2ccccc2cc1-c1cc(-c2ccc(-c3cc(-c4cc5ccccc5oc4=O)nc(-c4cc5ccccc5oc4=O)c3)cc2)cc(-c2cc3ccccc3oc2=O)n1	102.6	97.5	102.6	107.8	110.3	96.9	97.0	102.5	110.0
CCCOC(=O)c1ccc(C(=O)OCCC)nc1	114.0	95.5	114.9	110.0	117.0	98.3	82.0	106.1	107.8
O=C1/C(=C/c2ccc(O)cc2O)N=C2SCCCN12	106.3	96.2	97.3	93.9	119.2	97.0	99.5	91.3	106.6
CC1NCCC[C@]2(C)[C@H]3CC[C@@H]4[C@H]5[C@H]6OC[C@@]5(CCC6(C)C)CC[C@@]4(C)[C@]3(C)CC[C@@H]12 (some centres undefined)	109.1	93.9	95.8	96.8	109.2	95.2	103.9	102.9	102.6
CC(C(=O)O)n1cc(C#N)c(=O)[nH]c1=O (centres undefined)	112.2&102.5	76.9&83.7	101.7&103.9	104.3&110.2	104.3&101.4	100.8&107.0	105.0	107.0&100.9	106.3&101.0
OC(CBr)c1cc(-c2ccc(Cl)cc2)nc2cc(Cl)ccc12 (centres undefined)	108.9	93.2	103.6	109.5	96.7	107.7	106.9	90.3	98.2
CCCCCCCCCCCCSCC(=O)O	119.0	93.9	92.5	117.9	119.2	107.5	85.7	109.4	102.1
NNC(=O)CCCCl	118.0	95.0	104.2	112.3	101.9	121.1	107.8	101.8	105.2
O=S(=O)(Oc1ccc(/C=N/N=c2/sc(-c3ccccc3)cn2-c2ccccc2)cc1)C(F)(F)C(F)(F)C(F)(F)C(F)(F)C(F)(F)C(F)(F)C(F)(F)C(F)(F)F	116.6	99.8	109.3	119.6	112.6	103.5	103.9	103.7	103.7
COc1ccc(-c2nn(-c3cccc(Cl)c3)cc2-c2cc(-c3ccc(Br)cc3)no2)cc1	110.5	98.8	102.3	110.7	125.0	87.3	95.9	102.9	94.9
O=C(O)C(Cc1ccccc1)N1C(=O)C=CC1=O (centres undefined)	101.4	97.1	102.1	103.0	105.0	97.3	111.5	105.0	103.3
CC(NNC(=S)N1CCCCCC1)c1ccc2ccccc2n1 (centres undefined)	20.1	71.4	30.8	35.9	36.6	44.1	26.5	34.9	36.0
O=C(Nc1ccncc1)C(=O)c1cn(S(=O)(=O)c2ccc(C(F)(F)F)cc2)c2ccccc12	109.9	/	105.8	82.8	88.8	89.4	88.7	87.3	92.6
COc1ccccc1Nc1nnc(COc2ccc(CNC(=O)CCCC/C=C/C(C)C)cc2OC)o1	125.3	94.5	88.3	102.9	105.3	94.6	86.8	95.5	105.2
NC(=S)N/N=C1/c2ccccc2-c2cc(Br)ccc21	108.9	97.1	89.0	91.6	110.9	87.0	81.1	109.2	112.0
Cc1cc(C)nc(NS(=O)(=O)c2ccc(NCN3C(=O)c4ccccc4C3=O)cc2)n1	102.5	89.9	106.4	103.1	93.6	108.3	121.2	106.3	107.0
CN(C)CCN(Cc1ccc(Cl)s1)c1ccccn1	100.1	84.9	103.3	89.5	93.2	94.2	86.5	108.2	88.4
NC(Cc1c[nH]c2ccc(OCc3ccccc3)cc12)C(=O)O (centres undefined)	107.3	87.2	108.1	101.1	107.7	103.8	92.2	106.9	105.4
COC(=O)C1(CC(=O)c2ccc(Cl)c(Cl)c2)NC(=S)NC(=O)C1C#N (centres undefined)	122.7	88.1	108.7	116.7	106.3	99.5	108.3	107.8	114.8
COc1cc(C2=NN(c3ccccc3)C(c3sc(Cl)nc3Cl)C2)cc(OC)c1OC (centres undefined)	103.7	45.0	97.7	91.1	108.6	88.7	71.3	99.1	95.9
Nc1cc(-c2ccccc2)ccc1O	110.1	105.2	93.3	/	83.8	98.5	98.1	102.0	121.0
COCOc1ccc(/C=C/C(=O)NC(Cc2ccccc2)C(O)C(=O)NCc2ccccc2)cc1OCOC (centres undefined)	118.8	86.5	94.1	111.7	111.7	76.6	94.6	103.9	110.9
CCCCNC(=O)c1ccc(C(C)C)cc1	103.5	87.9	104.9	86.8	107.8	104.7	92.9	99.6	107.3
Cc1c(C)c(O)c2c(c1O)C(=O)c1ccccc1C2=O	140.3	103.5	99.7	92.2	74.9	96.0	102.8	95.5	91.7
